ERb SRC1 inh = blocks coactivator binding to human estrogen receptor beta | Q92731 | TR-FRET ER-beta LBD / SRC1-Cy5 peptide binding; receptor agonist-loaded with 1 µM estradiol | inhibition, % at 25.6 µM | actives 1.3% (n = 86,000);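 active = compounds whose percent inhibition of the receptor-coactivator binding signal exceeds about 50% in the single-dose screen, limit read from the data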;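 note: 0% = receptor plus peptide wells without compound and 100% = peptide-only wells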
Smad3 inh = blocks human Smad3 binding to FoxH1 peptide; P84022; TR-FRET Smad3/Dy647-FoxH1 peptide binding, europium anti-His; inhibition, % at 25 µM; actives 0.29% (n = 88,000);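 active = compounds that reduce the energy-transfer binding signal between the protein and its labelled peptide by more than half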;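 note: 0% = Smad3 plus labelled peptide maximal FRET and 100% = peptide-only background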
Target sequence (P84022 whole entry, looked up): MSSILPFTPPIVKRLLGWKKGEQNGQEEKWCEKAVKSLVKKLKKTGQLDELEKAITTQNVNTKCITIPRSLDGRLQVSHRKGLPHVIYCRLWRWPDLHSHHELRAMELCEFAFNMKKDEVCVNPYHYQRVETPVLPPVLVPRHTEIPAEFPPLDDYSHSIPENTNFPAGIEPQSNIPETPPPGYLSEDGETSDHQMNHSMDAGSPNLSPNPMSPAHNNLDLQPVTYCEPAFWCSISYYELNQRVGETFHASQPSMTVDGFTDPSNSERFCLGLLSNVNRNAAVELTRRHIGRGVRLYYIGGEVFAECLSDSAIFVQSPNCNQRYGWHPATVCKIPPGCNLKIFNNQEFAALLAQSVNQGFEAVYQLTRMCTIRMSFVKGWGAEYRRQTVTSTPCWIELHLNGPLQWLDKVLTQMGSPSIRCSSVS
sEH inh = inhibitors of human soluble epoxide hydrolase. recombinant human sEH enzymatic activity assay. inhibition, % at 2 µM. actives 0.34% (n = 91,000). P34913; in the data active = inhibition above about 80%; note: values of inactives mirror those of a sister screen read the other way; many of its hits are not listed in these tables
Target sequence (P34913 whole entry, looked up): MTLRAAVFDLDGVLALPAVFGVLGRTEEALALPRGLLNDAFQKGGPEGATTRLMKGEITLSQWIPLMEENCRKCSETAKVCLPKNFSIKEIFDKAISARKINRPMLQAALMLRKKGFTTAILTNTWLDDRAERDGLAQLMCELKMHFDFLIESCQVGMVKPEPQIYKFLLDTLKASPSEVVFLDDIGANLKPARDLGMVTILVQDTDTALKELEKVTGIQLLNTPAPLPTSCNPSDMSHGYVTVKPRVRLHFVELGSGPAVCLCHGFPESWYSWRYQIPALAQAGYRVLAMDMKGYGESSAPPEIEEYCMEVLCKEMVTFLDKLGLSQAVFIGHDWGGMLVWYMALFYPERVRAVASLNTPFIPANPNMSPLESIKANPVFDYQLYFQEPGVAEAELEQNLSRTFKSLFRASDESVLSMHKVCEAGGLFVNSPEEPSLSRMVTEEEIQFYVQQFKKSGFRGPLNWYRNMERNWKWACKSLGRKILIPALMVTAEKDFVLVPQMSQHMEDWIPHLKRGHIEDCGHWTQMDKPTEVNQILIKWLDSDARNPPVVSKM
ERa coact pot = enhances coactivator binding to human estrogen receptor alpha. P03372. TR-FRET ERalpha-LBD/SRC-Cy5 coactivator binding, 2 h; 100 = basal binding, no effect. coactivator binding (% of control), % at 25.6 µM. actives 1.3% (n = 86,000). AID 639; in the data active = activity above about 200%;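 note: binding measured in presence of low estradiol as agonist stimulus; 0% = peptide alone without receptor and 100% = receptor with peptide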
Mac1 fbg inh = CD11b/CD18-fibrinogen binding inhibition; inhibition, % at 10 µM; actives 0.54% (n = 93,000); K562 CD11b/CD18 adhesion to fibrinogen, ATPlite luminescence; Mn2+ added to activate the integrin;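 active = primary inhibition of 50% or more at 10 µM, then 40% or more on retest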; note: some results filed as inactive read as strong as hits
sEH activator = activators of human soluble epoxide hydrolase | purified human sEH enzymatic activity, activator screen | P34913 | actives 0.04% (n = 91,000) | activation, % at 2 µM; in the data active = activation above about 37%; note: values of inactives mirror those of a sister screen read the other way
Mac1 fbg enh = CD11b/CD18-fibrinogen binding enhancement | P05107+P11215 | K562 CD11b/CD18 adhesion to fibrinogen, ATPlite luminescence | activation, % at 10 µM | actives 0.07% (n = 93,000);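 active = 10 µM primary screen giving 50% or more activity, confirmed by 40% or more on retest at that dose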; note: strong numbers were not always called active; reference of the scale not given here
MT1-MMP txn act = activates MT1-MMP transcription. HT1080 MT1-MMP promoter luciferase reporter, luminescence, overnight; stronger effect = higher value. activation factor at 10 µM. actives 0.16% (n = 86,000). AID 750;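 active = activation factor of at least 2 for MT1-MMP transcription at 10 µM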
Calb biofilm kill = kills Candida albicans biofilms. C. albicans biofilm + clotrimazole, Alamar Blue. inhibition, % at 6 µM. actives 0.14% (n = 85,000);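 active = inhibition above 20%; inactive = inhibition below 20%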;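 note: preformed 24 hr biofilms exposed to compound for 48 hr; 0% = biofilm without compound and 100% = blank killed by clotrimazole plus chlorhexidine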
Starred values were filed as active, the others as inactive; · = not tested or not shown; & = joins results of further samples; [ ] = dose if it differs, or a comment.

SMILES	ERb SRC1 inh	Smad3 inh	sEH inh	ERa coact pot	Mac1 fbg inh	sEH activator	Mac1 fbg enh	MT1-MMP txn act	Calb biofilm kill
CCCn1nnc(NC(=O)c2ccc(F)cc2)n1	-15[fluorescence artefact?]	3	12	103	·	-9	·	1.6	7
COc1ccc(Cc2nc(-c3cccc(C)c3)no2)cc1	-7	22	-10	101	22	9	0	1.5	7
CCCCC1CC(CSC(=N)N)OC1=O (stereo unspecified)	16[fluorescence artefact?]	-10	-8	83	·	7	·	1	-2
Cc1ccc(-c2cc(-c3ccc(C)o3)nc(N)c2C#N)cc1	10	1	-14	75[fluorescence artefact?]	-2	13	1	1	0
CC1(C)CC(=O)c2cnc(NCc3ccco3)nc2C1	-2[fluorescence artefact?]	0	·	93	·	·	·	1.4	0
CCN1CCN(Cc2ccc(NC(=O)Nc3ccccc3OC)cc2)CC1	-3	1	·	120	2	·	2	1.3	4
CC1(C)Cc2c(c(N3CCCC3)nc3sc4c(N5CCN(CCO)CC5)ncnc4c23)CO1	-1	3	·	104	·	·	·	1	-5
O=C(O)CCc1ccc(S(=O)(=O)N2CCOCC2)cc1	·	·	3	·	7	0	-3	·	·
CCc1ccc2nc(SCC(=O)N(CC)CC)c(C#N)cc2c1	-10	5	10	105	-11	-10	-2	1.1	-1
CC(=O)Oc1ccc(Cn2cnc3cc4ccccc4cc32)cc1	-6	-1	7	100	·	-5	·	1.2	5
CCC(=O)N1CCN(c2ccc(NC(=O)c3ccc4c(c3)OCO4)cc2)CC1	6	8	8	107	6	-8	2	1.1	7
O=C(COC(=O)c1ccco1)NC1CCCCC1	-8	4	12	108	1	-9	-1	1.1	6
CCc1ccc(CCC(=O)Nc2nccs2)o1	4[fluorescence artefact?]	5	-14	107	-15	13	3	1	0
CC(C(=O)NCc1cccnc1)N1C(=O)c2ccccc2C1=O (stereo unspecified)	-1	-2	0	111	·	2	·	1.1	5
O=C(NC1CCCC1)c1ccc2nc(-c3ccco3)c(-c3ccco3)nc2c1	93*[fluorescence artefact?]	25	-7	11[fluorescence artefact?]	6	8	-3	1	3
Cc1ccc(OCC(=O)NN=C2c3ccccc3-c3ccccc32)cc1	·	·	-13	·	-1	14	-6	·	·
Cc1ccccc1/C=c1\s/c(=C\C(=O)C(C)(C)C)[nH]c1=O	-12	-7	15	80[fluorescence artefact?]	1	-14	-1	·	10
CCOc1ccc(NC(=O)c2ccc(F)c(S(=O)(=O)N3CCN(c4ccccn4)CC3)c2)cc1	-13	4	86*	135	36	-86	-5	1.3	10
O=C(NCc1nnc(SCC(=O)N2CCN(c3ccccc3)CC2)o1)c1ccco1	1	21[fluorescence artefact?]	-3	124	·	1	·	·	1
COC(=O)c1cccc(COC(=O)c2cccnc2SC)c1	16	-9	3	94	-13	-3	-1	1.2	-1
O=C1NCCc2cc3c(cc21)OCO3	-1	0	-2	98	·	3	·	1.2	1
O=C(O)C(CCCCN1C(=O)C2C3C=CC(C3)C2C1=O)N1C(=O)C2C3C=CC(C3)C2C1=O (stereo unspecified)	1[fluorescence artefact?]	-5	-14	122	-2	14	3	1.1	7
CCC(=O)Nc1ccc2c(c1)nc(CCN1CCN(C)CC1)n2C	8	0	-6	104	3	8	-5	1.2	2
CCCC(=O)Nc1c(O)c2ccccc2[nH]c1=O	2	1	15	108	4	-14	-4	1.2	8
COC(=O)c1ccc(C(=O)OCc2nc3cc4ccccc4cc3[nH]2)cc1	10[fluorescence artefact?]	1	-1	98[fluorescence artefact?]	·	1	·	1.1	-3
CC(C)c1ccc2oc(=O)cc(CN3CCN(c4ccccc4)CC3)c2c1	3	2	0	116	4	1	3	1.2	4
Cn1c(=O)c2c(nc(N3CCCCC3)n2CCSc2nc3ccccc3o2)n(C)c1=O	-4	-1	3	90	·	-4	·	1.2	7
O=C(Nc1cc(C(=O)N2CCCC2)ccc1N1CCCC1)c1ccccc1	-2	12	-17	85	-14	17	3	1	5
Cc1ccc(C)c(N2C(=O)CS/C2=N\NC(=O)c2ccccc2Cl)c1	-8	3	-2	102	-8	5	0	·	8
Cc1cccc(-n2nnc(C(=O)NCc3ccccc3)c2N)c1	-1	-5	8	126[fluorescence artefact?]	·	-9	·	1.1	3
COC(=O)n1c(SC)nc2ccccc21	4[fluorescence artefact?]	-8	-1	95	·	0	·	1.1	2
COc1cccc(OC)c1C(=O)NC(C)c1ccccc1 (stereo unspecified)	-15	-7	0	119	·	0	·	1	0
Cc1onc(-c2ccccc2Cl)c1C(=O)Nc1ccc(-c2nnc3n2CCCCC3)cc1	7	0	-13	93	-6	16	-2	1.1	5
COc1cc(CN2CCC(C(=O)N3CCCC(C)C3)CC2)cc(Br)c1O (stereo unspecified)	6	0	5	96	-7	-2	-10	1.1	5
COc1ccc2ccc3c(c2c1)N=CC1(O3)N(C)c2ccccc2C1(C)C (stereo unspecified)	0	3	0	104	·	4	·	1.4	9
CCCc1nnc(NC(=O)Nc2ccccc2OC)s1	-6	2	·	107	-2	·	0	1.5	12
CCOc1ccccc1NC(=O)CSc1nnnn1-c1ccccc1	4	7	0	99	5	0	-2	1.1	6
O=C(N/N=C/c1cccc(O)c1)c1csc2ccccc12	·	·	84*	·	0	-84	-2	·	·
COc1ccc2c(c1)C(=O)N(c1ccccc1OC)C(=O)C2	-1[fluorescence artefact?]	11	6	118	-26	-4	3	1.1	-2
O=C(c1cc(C2CC2)nc2ccc(Br)cc12)N1N=C(C(F)F)CC1(O)C(F)F (stereo unspecified)	-3	5	1	84	·	4	·	1.1	1
Cc1nc2ncnn2c(C)c1CCC(=O)NCc1ccccc1	-19[fluorescence artefact?]	5[fluorescence artefact?]	14	97	1	-16	41	1.2	7
COc1ccccc1NC(=O)Cn1nc(-c2ccc(Cl)cc2)c2ccccc2c1=O	20[fluorescence artefact?]	-16	-12	111[fluorescence artefact?]	-3	12	3	·	-4
COc1ccccc1NC(=O)c1cnc2n(c1=O)CCS2	-2	-9	0	117	·	2	·	1.3	-1
CCCCCOC(=O)CC(C(=O)OCCCCC)N1CCCCC1 (stereo unspecified)	-19	-3	-3	118	·	4	·	1.3	7
CC1CCN(Cc2c(C#N)c3ccccc3n2C)CC1	-3	6	·	103	-8	·	-4	1	8
Cc1cc(NS(=O)(=O)c2ccccc2)n(-c2ccccc2)n1	-8	-4	-5	105	·	0	·	1.2	1
Cc1ccc(NC(=O)CCn2c(=O)oc3ccccc32)cc1	-12[fluorescence artefact?]	19[fluorescence artefact?]	·	100	12	·	-4	1.3	-5
COc1ccc(NC(=O)CSC2=C(C#N)C(c3ccco3)C3=C(CCCC3=O)N2)c(OC)c1 (stereo unspecified)	5	3	4	97[fluorescence artefact?]	-2	-5	-1	1.1	-4
CCCCn1c(=O)c(-[n+]2ccccc2)c([O-])c2ccccc21	-3	1	-7	102	2	1	-2	1	-3
Cc1ccc(S(=O)(=O)n2nc(-c3ccco3)nc2SCc2ccccc2)cc1	·	·	-12	·	-7	11	2	1.3	·
CC(=O)/C=C(/C)NC(Cc1c[nH]c2ccccc12)C(=O)O (stereo unspecified)	-9&-10[fluorescence artefact?]	-4&-2	7&4	111&97	17	-8&-1	-3	1.2&1.3	0&3
CCCCNC(=O)OCC(CC)NC(=O)OCC(C)C (stereo unspecified)	-20[fluorescence artefact?]	-27	5	116[fluorescence artefact?]	·	-2	·	1.1	2
CCOc1cc(/C=C2/C(=O)ON=C2C)ccc1OCc1ccccc1F	-4[fluorescence artefact?]	-4	4	97	·	-4	·	1	5
COc1ccc2c(c1)c1ncn(CCN3CCCC3)c(=O)c1n2C	4	-2	-8	105	-5	6	-5	1.2	9
CCn1nnc(NC(=O)c2cc(Cl)c(OC)c(Cl)c2)n1	-10[fluorescence artefact?]	12	10	120	-5	-8	1	1.1	3
COCCNS(=O)(=O)c1ccc(-c2ccc(C)cc2)cc1	6[fluorescence artefact?]	14	0	109	2	2	3	1.2	5
CCOC(=O)c1cnc(-n2nc(C)cc2C)nc1NCCc1ccccc1	2	-8	4	91	-3	-7	-2	1	8
Cc1ccc2nc(-c3cccc(N)c3)[nH]c2c1	11	5	9	87	·	-12	·	·	4
Cn1nc(-c2ccc(Cl)cc2)c2cc(C(=O)N3CCCC3)sc21	-2[fluorescence artefact?]	-8	0	96	-20	1	-1	1.3	3
COC(=O)CCn1nnc(-c2cccs2)n1	17[fluorescence artefact?]	-14	10	74	-2	-6	0	1.3	8

Filtered by structure: the entries above containing fluorine (4)
SMILES	ERb SRC1 inh	Smad3 inh	sEH inh	ERa coact pot	Mac1 fbg inh	sEH activator	Mac1 fbg enh	MT1-MMP txn act	Calb biofilm kill
CCCn1nnc(NC(=O)c2ccc(F)cc2)n1	-15[fluorescence artefact?]	3	12	103	·	-9	·	1.6	7
CCOc1ccc(NC(=O)c2ccc(F)c(S(=O)(=O)N3CCN(c4ccccn4)CC3)c2)cc1	-13	4	86*	135	36	-86	-5	1.3	10
O=C(c1cc(C2CC2)nc2ccc(Br)cc12)N1N=C(C(F)F)CC1(O)C(F)F (stereo unspecified)	-3	5	1	84	·	4	·	1.1	1
CCOc1cc(/C=C2/C(=O)ON=C2C)ccc1OCc1ccccc1F	-4[fluorescence artefact?]	-4	4	97	·	-4	·	1	5

The listing continues:
SMILES	ERb SRC1 inh	Smad3 inh	sEH inh	ERa coact pot	Mac1 fbg inh	sEH activator	Mac1 fbg enh	MT1-MMP txn act	Calb biofilm kill
Cc1cccc(C)c1NS(=O)(=O)c1c(C)[nH]c(=O)[nH]c1=O	5[fluorescence artefact?]	-1	-10	111[fluorescence artefact?]	-4	11	-4	1.1	7
CCC1(C)Cc2nc3sc(C(=O)O)c(N)c3cc2CO1 (stereo unspecified)	1	1	·	99	-10	·	1	1.3	1
Cc1nn(-c2ccccc2)c2c1C(c1ccccc1)C(C#N)=C(N)O2 (stereo unspecified)	·	·	8	·	-28	-8	-1	1.1	·
Cc1ccc(C(=O)Nc2cc(=O)n(C)c(=O)n2C)o1	2	-8	4	110	·	-3	·	1.2	5
O=C(COc1cccc2ccccc12)NNC(=O)[C@@H]1CCCC[C@@H]1C(=O)O	·	·	0	·	6	2	9	·	·
CCOC(=O)C(NC(=O)CC)(Nc1ccc(S(=O)(=O)Nc2onc(C)c2C)cc1)C(F)(F)F (stereo unspecified)	-2	1	-4	112	-19	2	2	1.1	4
COC(=O)Oc1nsnc1N1CCOCC1	-37[fluorescence artefact?]	3	0	54	-6	-2	-3	1.1	10
CC(=O)C1C(c2ccccc2Cl)NC(=O)NC1(O)C(F)(F)F (stereo unspecified)	-11[fluorescence artefact?]	6	-4	109	-14	8	-3	1.1	2
Cn1c(=O)[nH]c(=O)c2c1nc(NCCCn1ccnc1)n2CCOc1ccccc1	-15[fluorescence artefact?]	8	6	132	-8	-7	0	1.1	2
O=C(OC(C(=O)NCC1CCCO1)c1ccccn1)c1cccs1 (stereo unspecified)	-13	-1	-2	117	7	4	-5	0.9	1
Cc1ccc2c(c1)[nH]c1c(N3CCN(Cc4ccc5c(c4)OCO5)CC3)ncnc12	-1	2	·	86	90	·	-11	1.1	-5
Brc1ccc(-c2nnc3sc(CN4CCC5(CC4)OCCO5)cn23)cc1	-11	1	3	102	-27	1	-1	0.9	4
O=C(CCCn1c(SCC(=O)NC2CCCCC2)nc2ccccc2c1=O)NCC1CCCO1 (stereo unspecified)	-6	-3	22	112	12	-22	1	1.1	4
C=CCn1c(SCC(=O)Nc2sc3c(c2C#N)CCC3)nnc1C1COc2ccccc2O1 (stereo unspecified)	·	·	8	·	13	-7	-10	·	·
N=c1n(Cc2ccccc2)c2ccccc2n1CC(O)c1ccccc1 (stereo unspecified)	15[fluorescence artefact?]	-2	6	108	1	-6	6	1.1	7

Screens (PubChem)

A portion of the library; count on the stated rates, not on these rows.
